# GPR55 LPI antagonism = inhibition of LPI-stimulated GPR55 beta-arrestin translocation – imaging, U2OS, beta-arrestin-GFP, LPI agonist, primary screen (AID 2013); U2OS GPR55 beta-arrestin-GFP translocation imaging, LPI antagonism; higher % means a stronger effect; inhibition, % at 10 µM, or IC50 in µM where a hit was titrated; 0.13% of 290,000 active;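 active = spots per cell inhibited over 60%, with over 100 cells counted and total cytoplasm intensity under 500,000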;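 also: U2OS cells stably carrying GPR55 and arrestin-GFP stimulated by 5 µM LPI near EC80; imaged beta-arrestin-GFP aggregate spots per cell after agonist stimulation; plate controls were LPI-stimulated DMSO wells for no effect and DMSO wells without LPI for full effect; some results filed as inactive read as strong as hits; confirmed hits need IC50 under 10 µM and bright autofluorescent wells are also inconclusive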
# T cell modulator = modulates CD8 T cell binding to vesicles | 2C CD8+ T cell-vesicle binding, flow cytometry; hits give low values | calls only at 7 µM | 0.068% of 330,000 active | AID 2052;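 active = response, share of CD8 T cells binding vesicles, and their 90th percentile fluorescence all below set limits, cut at about 80% in these data, passing the limit was not always enough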
#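 incubation = binding step 1.5 h, 37 °C, antibody labelling 20 min, ice | test system = 2C mouse CD8+ T cells | read-out basis = percent CD8+ FL2 mean versus row control | controls = Peptide-free naked vesicles (low) and QL9 vesicles with 0.7% DMSO vehicle (high) | detection = flow cytometry of vesicle-bound cells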
# KOR beta-arrestin-1 = KOR antagonists, beta-arrestin recruitment, cell-based, luminescence, uHTS (AID 1778) | KOR beta-arrestin recruitment, luminescence, antagonist mode; higher % means a stronger effect | one-dose inhibition, % at 10 µM; IC50 in µM for titrated hits | 0.091% of 290,000 active; in the data active = inhibition above about 50%; also: strong numbers were not always called active
# KOR beta-arrestin-2 = kappa opioid receptor activators – cell-based, luminescence, uHTS, primary screen (AID 1777) | 0.02% of 280,000 active | activation, % at 10 µM; hits with a dose series show EC50 in µM | KOR beta-arrestin recruitment, luminescence; higher % means a stronger effect; in the data active = activation above about 50%, passing the limit was not always enough; also: a part of the inactive calls stands beside numbers as strong as those of hits
# NTR1 ag = NTR1-driven beta-arrestin-GFP spot formation – imaging, U2OS cells, high content, primary screen (AID 493036); 0.17% of 330,000 active; activation, % at 20 µM; P30989; agonist mode;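 active = activation at or above 40% of the spot to cytoplasm intensity ratio, with at least 20 cells analyzed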;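 also: 0% = DMSO without peptide and 100% = 100 nM NTR1 peptide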
# Target sequence (P30989 whole entry, looked up): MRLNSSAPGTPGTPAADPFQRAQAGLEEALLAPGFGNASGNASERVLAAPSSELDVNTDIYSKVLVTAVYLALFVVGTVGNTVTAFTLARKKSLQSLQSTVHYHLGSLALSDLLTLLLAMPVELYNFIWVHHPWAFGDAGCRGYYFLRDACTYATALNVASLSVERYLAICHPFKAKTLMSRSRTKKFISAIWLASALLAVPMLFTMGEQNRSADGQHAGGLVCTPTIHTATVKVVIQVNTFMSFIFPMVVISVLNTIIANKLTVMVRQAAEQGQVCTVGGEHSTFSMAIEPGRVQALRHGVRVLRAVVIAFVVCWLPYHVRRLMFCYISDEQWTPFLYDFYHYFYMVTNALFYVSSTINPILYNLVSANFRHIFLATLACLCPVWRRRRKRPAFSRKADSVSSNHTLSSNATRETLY
# GPR35 antagonists = GPR35 antagonists blocking zaprinast-driven arrestin recruitment, primary screen, imaging, U2OS, beta-arrestin-GFP, zaprinast agonist (AID 2058) | one-dose inhibition, % at 10 µM; IC50 in µM for titrated hits | U2OS GPR35 beta-arrestin-GFP translocation imaging, zaprinast antagonism; higher % means a stronger effect | 0.052% of 290,000 active;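 active = inhibition of at least 50% with at least 30 cells and total cytoplasm GFP at most 10,000,000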
# Salmonella PhoP GFP = PhoP-dependent GFP reporter repression – Salmonella Typhimurium, primary screen (AID 1863). inhibition, % at 50 µM, or IC50 in µM where a hit was titrated. 0.16% of 300,000 active. S. Typhimurium PhoP-regulated promoter GFP reporter, 4 h; higher % means a stronger effect;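 active = inhibition over 29.93%, a cutoff 3 SD above the screen mean, later confirmed by dose response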;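 also: 0% = low Mg2+ inducing control and 100% = high Mg2+ repressing control; strong numbers were not always called active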
# West Nile antiviral = West Nile virus antiviral activity, cell-based, CPE readout (AID 1621); West Nile virus-infected cells, CPE inhibition; higher % means a stronger effect; 0.02% of 290,000 active; one-dose CPE inhibition, % at 10 µM; IC50 in µM for titrated hits; in the data active = a potency from the dose series; also: strong numbers were not always called active
# GPR55 beta-arrestin = selective activators of receptor GPR55 – imaging, U2OS cells, beta-arrestin-GFP redistribution, primary screen (AID 1961); U2OS GPR55 beta-arrestin-GFP redistribution imaging; higher % means a stronger effect; activation, % at 10 µM; hits with a dose series show EC50 in µM; 0.048% of 290,000 active;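 active = activation above 40% with more than 50 cells counted in the well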;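 also: U2OS osteosarcoma cells stably expressing GPR55 and beta-arrestin-GFP; plate controls were DMSO negative control for no effect and LPI positive control for full effect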
# T cell modulator vesicle-bound % = further read-out of T cell modulator, marked with its call; double positive events, %; measured here: CD8+ vesicle-bound cell fraction;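 binding gate set so that unloaded-vesicle control wells show 10% double positive cells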
# NTR1 ag cell count 20 µM = second read-out of NTR1 ag, no call of its own (marks repeat the call); cell count; measured here: cell count, cytotoxicity flag
# Active calls of the source: *; i = inactive; / = no result given; [ ] = remark or other dose.
SMILES,GPR55 LPI antagonism,T cell modulator,T cell modulator vesicle-bound %,KOR beta-arrestin-1,KOR beta-arrestin-2,NTR1 ag,NTR1 ag cell count 20 µM,GPR35 antagonists,Salmonella PhoP GFP,West Nile antiviral,GPR55 beta-arrestin
Cc1ccc(C(=O)NCCC(=O)N2CCC3(CC2)NCCc2[nH]cnc23)cc1,10%,i,37,38%,-3.2%,-1.1,55,-8%,-4%,-0.4%,-0.2%
CCN(CC)S(=O)(=O)c1cccc(C(=O)N/N=C/c2ccccn2)c1,7%,i,44,-9%,-12%,1.6,63,6%,2%,-0.4%,-0.3%
COc1ccc(CSc2nc(C)cc(C)c2C#N)cc1,-6%,i,47,-72%[20 µM],/,4.5,60,-4%,-6%,-0.6%,-0.1%
COCCOC(=O)c1c(C)oc2cc(Br)c(OCC(N)=O)cc12,-1%,i,46,-37%,13%,-0.4,76,-8%,-1%,-0.1%,-0.2%
CC(=O)c1ccc(OC(=O)C2c3ccccc3Oc3ccccc32)cc1,/,i,9,6%,0.6%,-1.4,58,-3%,2%,0.2%,0.0%
Cc1cc(-c2ccccc2)c2c3c(c(-c4ccccc4)n2n1)c(=O)n(C)c(=O)n3C,9%,i,54,-27%,0.1%,2.7,57,-1%,-11%,0.7%,-0.1%
CCCCOc1ccc(C(=O)Nc2ccncc2)cc1,3%,i,56,-7%,-5.6%,6.5,48,3%,4%,0.2%,-0.1%
Cc1nc2ccccc2c(=O)n1/N=C/C=C/c1ccccc1,7%,i,24,27%,2.8%,2.9,55,0%,-13%,0.3%,-0.1%
Cn1c(O)c(C=Nc2ccc(Br)cc2)sc1=O,8%,i,36,-36%,1.6%,-0.3,52,5%,-9%,-0.5%,0.0%
N#CCCN1CCN(CCC#N)CC1,14%,i,23,22%,-3.6%,0.6,49,0%,-3%,-0.2%,-0.1%

# For convenience, 6 of the compounds above:
SMILES,GPR55 LPI antagonism,T cell modulator,T cell modulator vesicle-bound %,KOR beta-arrestin-1,KOR beta-arrestin-2,NTR1 ag,NTR1 ag cell count 20 µM,GPR35 antagonists,Salmonella PhoP GFP,West Nile antiviral,GPR55 beta-arrestin
CC(=O)c1ccc(OC(=O)C2c3ccccc3Oc3ccccc32)cc1,/,i,9,6%,0.6%,-1.4,58,-3%,2%,0.2%,0.0%
Cc1cc(-c2ccccc2)c2c3c(c(-c4ccccc4)n2n1)c(=O)n(C)c(=O)n3C,9%,i,54,-27%,0.1%,2.7,57,-1%,-11%,0.7%,-0.1%
CCCCOc1ccc(C(=O)Nc2ccncc2)cc1,3%,i,56,-7%,-5.6%,6.5,48,3%,4%,0.2%,-0.1%
Cc1nc2ccccc2c(=O)n1/N=C/C=C/c1ccccc1,7%,i,24,27%,2.8%,2.9,55,0%,-13%,0.3%,-0.1%
Cn1c(O)c(C=Nc2ccc(Br)cc2)sc1=O,8%,i,36,-36%,1.6%,-0.3,52,5%,-9%,-0.5%,0.0%
N#CCCN1CCN(CCC#N)CC1,14%,i,23,22%,-3.6%,0.6,49,0%,-3%,-0.2%,-0.1%

# Next records follow:
SMILES,GPR55 LPI antagonism,T cell modulator,T cell modulator vesicle-bound %,KOR beta-arrestin-1,KOR beta-arrestin-2,NTR1 ag,NTR1 ag cell count 20 µM,GPR35 antagonists,Salmonella PhoP GFP,West Nile antiviral,GPR55 beta-arrestin
O=c1c(Cl)c(NCc2ccc(F)cc2Cl)cnn1C12CC3CC(CC(C3)C1)C2,2%,i,0,-5%,6.0%,2.8,65,6%,18%,-1.0%,0.2%
COc1cc(C(F)(F)F)c(C(=O)NCc2cccc(Cl)c2)cn1,4%,i,16,16%,-0.9%,0.0,42,-3%,-3%,-0.3%,-0.4%
C/C(CCc1ccc2c(c1)OCO2)=N\N=C1\NC(=O)CC(C(=O)Nc2ccccc2F)S1 (centres undefined),-11%,i,44,-17%,-3.0%,-1.6,49,-7%,-2%,0.0%,2.0%
N#Cc1ccc(C23CC4(C2)[C@H](CN(Cc2ccc(C(F)(F)F)cc2)[C@@H]4c2ccccc2)C3c2ccccc2)cc1 (some centres undefined),-2%,i,50,3%,-2.2%,2.7,46,-12%,-2%,-0.3%,-0.1%
COc1cc(C(=O)N2CCN(Cc3ccccc3C(F)(F)F)CC2)cc(OC)c1OC,16%,i,22,15%,-2.7%,-1.7,91,17%,-12%,/,-0.1%
CNC(=O)Cc1csc2ccc(C)cc12,1%,i,50,10%,6.0%,1.8,41,1%,-6%,0.5%,-0.2%
CC(C)(C)n1nc2c(c1NC(=O)c1cccc(Cl)c1)CS(=O)(=O)C2,4%,i,10,-14%,-3.1%,0.8,56,11%,0%,-0.1%,-0.3%
O=C(NCCCNC(=O)c1cc(Cl)ccc1Cl)c1cnccn1,-9%,i,14,-10%,9.3%,1.2,60,-4%,1%,0.2%,0.0%
CC(=O)Nc1nnc(Cc2ccccc2)s1,8%,i,46,3%,-4.1%,0.6,78,-9%,14%,0.1%,-0.1%
CCOc1cc(C(=O)OCC(=O)Nc2ccc(Cl)cn2)ccc1OCC(=O)N1CCOCC1,0%,i,41,15%,-1.8%,0.4,95,17%,7%,-0.3%,-0.2%
Cc1ccc(-c2nnn(CC(=O)N(CC(=O)NC(C)C)c3cnc4ccccc4c3)n2)o1,16%,i,39,-2%,-0.6%,-1.0,46,-13%,11%,-0.1%,0.6%
CC(C)OCCCNC(=O)C1CCC(CNS(=O)(=O)c2cccc3nsnc23)CC1 (centres undefined),-1%,i,49,-30%[20 µM],-5.7%,-0.8,62,4%,/,0.1%,-0.1%
CCCCCn1c(=O)[nH]c2cc(C(=O)NCCN3C(C)CCCC3C)ccc2c1=O (centres undefined),12%,i,16,-33%,-0.8%,2.1,49,8%,4%,-0.8%,0.3%
CCn1c(/C=C/c2ccccc2)nc2ccccc2c1=O,6%,i,63,11%[20 µM],-3.6%,-0.4,91,23%,/,-0.9%,-0.2%
CCOC(=O)C1(CCOc2ccccc2)CCN(C(=O)c2cncs2)CC1,-2%,i,28,-9%,4.3%,0.6,50,0%,3%,-1.6%,0.2%
COCC(=O)NC(c1ccccc1)c1ccccc1,0%,i,42,16%,-2.9%,-1.4,64,-1%,2%,-0.5%,-0.2%
CN(Cc1ccccc1)C(=O)c1nc2ccccn2c1CNCCn1cccn1,3%,i,62,-9%,-5.9%,0.2,77,5%,1%,-0.3%,0.2%
CCN(CC)S(=O)(=O)c1ccc(C(=O)Nc2ccc3c(c2)OCO3)cc1,-3%,i,45,-3%,0.1%,0.2,42,2%,6%,-0.4%,0.0%
O=C(NC(=S)Nc1ccccc1N1CCCC1)c1cccs1,-7%,i,12,51%,1.6%,8.6,41,-4%,-7%,-0.5%,0.4%
COc1cc(C(=O)NC(=S)Nc2ccc3[nH]c(=O)[nH]c3c2)cc(OC)c1OC,6%,i,22,-12%,2.7%,-0.1,41,-4%,-4%,0.5%,1.0%
COc1ccc2c(c1)C(C)CC(C)(C)N2C(=O)CSc1nc2ccccc2s1 (centres undefined),/,i,57,31%,1.7%,6.8,44,10%,16%,/,-0.1%
Cc1ccc(S(=O)(=O)N(C)c2ccc(OCC(=O)O)cc2)cc1,3%,i,53,-31%,-2.5%,-3.8,92,-11%,1%,-0.1%,0.0%
Cc1cc(/C=C2/C(=O)N(C)C(=S)N2C)ccc1N1CCCC1,0%,i,48,-29%,-6.1%,-4.0,82,-4%,-1%,-1.3%,-0.2%
O=C(O)CSCC(=O)N1CCc2c([nH]c3ccccc23)C1C(F)(F)F (centres undefined),3%,i,26,8%,0.1%,-0.7,94,-6%,-4%,-0.2%,0.0%
CCOCCCNC(=O)C(NC(=O)c1ccc(NC(C)=O)cc1)c1ccc(C)cc1 (centres undefined),14%,i,2,-2%,2.1%,1.0,46,-12%,4%,0.0%,0.4%
CC1(C)NC(=O)N(CC(O)CN2C(=O)CCC2=O)C1=O (centres undefined),13%,i,57,20%,-1.8%,0.8,90,-4%,-6%,0.7%,-0.1%
CCOc1cc(NC(=O)c2ccccn2)c(OCC)cc1NC(=O)c1ccc(C)cc1,11%,i,25,-136%[20 µM],/,1.8,72,5%,1%,0.7%,-0.1%
Cc1ccc(S(=O)(=O)C2(C(=O)Nc3ccc(C(C)C)cc3)CC2)cc1,9%,i,34,-12%,5.4%,4.9,69,2%,-4%,-1.1%,-0.2%

# From PubChem

# Rows are unselected. Share with any hit: about 0.62%.
